Screens (PubChem)
Cdc42 wt GTP – modulators of GTP binding to wildtype Cdc42, primary screen, biochemical, multiplex bead flow cytometry, Bodipy-GTP. Cell division control protein 42 homolog (Homo sapiens), P60953. GST-Cdc42 beads; actives lie on both sides. percent activity (GTP binding), % at 10 µM. 190,000 tested, 0.2% active. AID 761, 2007;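 active means percent activity GTP binding at least 20 points away from the 100% baseline, either down as inhibitor or up as activator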;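 further: median bead fluorescence of bound Bodipy-FL-GTP at 100 nM; 0% = excess unlabeled GTP control and 100% = no compound control; below 100% means less GTP binding so inhibitor and above means activator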
Target sequence (P60953 whole entry, looked up): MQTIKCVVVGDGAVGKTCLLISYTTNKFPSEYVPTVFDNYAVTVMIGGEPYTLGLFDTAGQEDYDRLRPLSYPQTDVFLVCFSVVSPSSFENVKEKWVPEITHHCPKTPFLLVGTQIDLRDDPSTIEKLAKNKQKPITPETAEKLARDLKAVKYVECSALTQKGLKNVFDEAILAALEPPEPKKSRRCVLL
Rab2A wt mod – modulators of GTP binding to Rab2A wildtype, primary screen, biochemical, dog, bead-based flow cytometry, multiplex. AID 760, 2007. GTP binding activity, % at 10 µM. Ras-related protein Rab-2A (Canis lupus familiaris), P61105. 190,000 tested, 0.19% active. GST-Rab2 wt beads, Bodipy-GTP binding;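 active means GTP binding activity at least 20 points away from 100%, either lowered or raised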;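 further: 0% = beads with excess unlabeled GTP and 100% = no-compound control corrected for plate trend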
Rab7 wt modul – modulators of GTP binding to Rab7, primary screen, biochemical, wildtype, multiplex bead flow cytometry | Rab7 GTPase wild type (dog), Bodipy-FL-GTP binding | GST-Rab7 beads, fluorescent GTP binding; actives lie on both sides; untreated = 100%, excess cold GTP = 0% | GTP binding activity (percent of control), % at 10 µM | 190,000 tested, 0.055% active;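 active means fluorescent GTP binding to Rab7 beads changed by at least 20 points from the 100% baseline, either direction, mostly lower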;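 further: median green fluorescence of bound Bodipy-FL-GTP per Rab7 bead population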
HRas wt GTP – modulators of GTP binding to HRas wildtype, primary screen, biochemical, bead-based flow cytometry, multiplex | 190,000 tested, 0.14% active | GTPase HRas (Homo sapiens), P01112 | GTP binding activity, % at 10 µM | GST-Ras wt beads, Bodipy-FL-GTP binding; actives lie on both sides;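 active means GTP binding activity at least 20% away from the 100% baseline, either lowered as inhibitor or raised as activator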;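 further: 0% = unlabeled GTP competition control and 100% = no-compound control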
Target sequence (P01112 whole entry, looked up): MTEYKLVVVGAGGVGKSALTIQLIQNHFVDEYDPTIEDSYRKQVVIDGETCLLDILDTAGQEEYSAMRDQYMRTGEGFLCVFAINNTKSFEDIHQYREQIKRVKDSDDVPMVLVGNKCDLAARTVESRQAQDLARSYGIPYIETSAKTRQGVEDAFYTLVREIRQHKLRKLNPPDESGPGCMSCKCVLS
Bim-Bfl-1 – inhibitors of Bim binding to Bfl-1, primary screen, biochemical, multiplexed, bead-based flow cytometry | 190,000 tested, 0.12% active | inhibition, % at 10 µM | Bim-Bfl-1 binding inhibition | Bcl-2-related protein A1 (Homo sapiens), Q16548 | AID 1008, 2008;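 further: 0% = wells without compound plus tracer and 100% = blocker peptide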
Bcl-2 Bim block – inhibitors of Bim-Bcl-2 binding, primary screen, biochemical, multiplexed, human Bcl-2 family; Apoptosis regulator Bcl-2 (Homo sapiens), P10415; Bead-based flow cytometry, Bim peptide-Bcl-2 binding; inhibition, % at 10 µM; 190,000 tested, 0.06% active; AID 950, 2007; in the data active means inhibition above about 40%;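 further: 0% = no compound wells with probe peptide and 100% = reference peptide inhibitor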
Target sequence (P10415 whole entry, looked up): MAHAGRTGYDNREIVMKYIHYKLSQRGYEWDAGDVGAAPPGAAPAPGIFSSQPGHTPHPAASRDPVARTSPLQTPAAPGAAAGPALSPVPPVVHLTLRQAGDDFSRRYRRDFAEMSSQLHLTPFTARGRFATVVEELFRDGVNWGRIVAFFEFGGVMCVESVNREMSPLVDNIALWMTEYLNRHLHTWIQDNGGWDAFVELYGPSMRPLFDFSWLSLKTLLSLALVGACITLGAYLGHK
Bcl-W Bim block – inhibitors of Bim binding to Bcl-W, primary screen, biochemical, multiplexed, bead-based flow cytometry | Bcl-2-like protein 2 (Homo sapiens), Q92843 | Bim peptide-Bcl-W binding | inhibition, % at 10 µM | 190,000 tested, 0.02% active | AID 952, 2007;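 further: 0% = bound tracer without compound and 100% = peptide blocker; higher means less fluorescent Bim peptide bound to Bcl-W beads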
Bim-Bcl-XL – inhibitors of Bim-Bcl-XL binding, primary screen, biochemical, multiplexed, bead flow cytometry, human Bcl-XL; Bcl-2-like protein 1 (Homo sapiens), Q07817; Bim peptide-Bcl-XL binding, fluorescence; inhibition, % at 10 µM; 190,000 tested, 0.04% active; AID 1007, 2008
Target sequence (Q07817 whole entry, looked up): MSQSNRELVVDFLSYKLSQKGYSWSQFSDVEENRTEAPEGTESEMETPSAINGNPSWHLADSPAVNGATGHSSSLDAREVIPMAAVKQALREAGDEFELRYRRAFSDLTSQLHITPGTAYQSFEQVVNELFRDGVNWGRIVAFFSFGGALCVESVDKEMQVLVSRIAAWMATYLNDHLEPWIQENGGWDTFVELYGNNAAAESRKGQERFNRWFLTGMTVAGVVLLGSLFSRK
Bcl-B Bim block – inhibitors of Bim-Bcl-B binding, primary screen, biochemical, multiplexed, human Bcl-2 family. inhibition, % at 10 µM. bead-based flow cytometry, Bim peptide-Bcl-B binding. 190,000 tested, 0.073% active. AID 951, 2007;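 further: 0% = tracer peptide without compound and 100% = reference inhibitor peptide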
Target sequence (Q9HD36 whole entry, looked up): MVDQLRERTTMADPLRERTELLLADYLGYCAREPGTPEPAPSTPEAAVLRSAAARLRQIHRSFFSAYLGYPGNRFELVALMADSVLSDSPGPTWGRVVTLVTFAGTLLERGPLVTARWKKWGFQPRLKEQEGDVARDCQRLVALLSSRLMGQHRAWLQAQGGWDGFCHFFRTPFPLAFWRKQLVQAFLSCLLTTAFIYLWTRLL
Rac1 act GTP bind – GTP binding modulators of activated mutant Rac1, primary screen, biochemical, bead-based flow cytometry, multiplex, fluorescent GTP | Ras-related C3 botulinum toxin substrate 1 (Homo sapiens), P63000 | GST-Rac1 activated beads; actives lie on both sides; 100% means binding = to untreated wells | percent activity (GTP binding), % at 10 µM | 190,000 tested, 0.11% active | AID 764, 2007;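 active means GTP binding at least 20 percentage points away from the 100% baseline, in either direction, so actives lie on both sides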
Rac1 wt modul – wildtype Rac1 GTP binding modulators, primary screen, biochemical, GST-Rac1 beads, flow cytometry, multiplex; Ras-related C3 botulinum toxin substrate 1 (Homo sapiens), P63000; 190,000 tested, 0.27% active; GTP binding activity (% of control), % at 10 µM; fluorescent GTP binding; actives lie on both sides; 0 = cold GTP competed, 100 = untreated;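 active means GTP binding activity at least 20 points away from the 100% control level, either lower or higher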
An asterisk follows results filed as active. Unless noted, no stated cut-off is given here; in the data, active means inhibition above about 40%.

SMILES | Cdc42 wt GTP | Rab2A wt mod | Rab7 wt modul | HRas wt GTP | Bim-Bfl-1 | Bcl-2 Bim block | Bcl-W Bim block | Bim-Bcl-XL | Bcl-B Bim block | Rac1 act GTP bind | Rac1 wt modul
COc1cc(/C=N/NC(=O)CCc2n[nH]c(=O)[nH]c2=O)ccc1O | 99 | 96 | 96 | 94 | -2 | -5 | 0 | 0 | -9 | 95 | 98
COc1ccc2c(c1)[nH]c1c(=O)n(CCN(C)C)cnc12 | 102 | 99 | 101 | 99 | 5 | 7 | 18 | 0 | 3 | 99 | 101
O=C1Cc2ccccc2C(c2ccc(Br)cc2)N1 (stereo not given) | 103 | 101 | 99 | 102 | -6 | 0 | 1 | 2 | -3 | 101 | 107
Cn1ncc2c(NCc3ccccc3)ncnc21 | 100 | 99 | 99 | 100 | -9 | -7 | 4 | 0 | -9 | 97 | 98
CCCCC(=O)Nc1ccc2oc(-c3ccncc3)nc2c1 | 98 | 98 | 98 | 100 | 0 | -1 | 1 | -1 | 1 | 94 | 97
CCc1ccc(C2NC(=S)NC3=C2C(=O)CC(C)(C)C3)cc1 (stereo not given) | 106 | 102 | 101 | 101 | -10 | -7 | -5 | -8 | -5 | 100 | 104
Nn1cc(-c2ccccc2)nc1SCC(=O)Nc1ccc2c(c1)OCO2 | 101 | 102 | 100 | 101 | -7 | -3 | -1 | -4 | -11 | 102 | 103
COCCn1nnnc1C(CC(C)C)N1CCN(c2cccc(OC)c2)CC1 (stereo not given) | 101 | 98 | 95 | 98 | -20 | -6 | -2 | -11 | -7 | 97 | 103
Cc1cc(C(=O)NCC(=O)O)c(C)o1 | 106 | 104 | 99 | 103 | 2 | 5 | 4 | 0 | 2 | 100 | 104
O=C(Nc1ncc2c(n1)-c1ccccc1CC2)c1ccc(Cl)cc1 | 101 | 99 | 102 | 100 | -20 | -14 | -5 | -12 | -15 | 99 | 105
O=C(/C=C/c1ccccc1Cl)Nn1cnc2ccccc2c1=O | 102 | 96 | 101 | 101 | -14 | -9 | -4 | -4 | -6 | 100 | 103
C=CCn1c(SCC(=O)c2cc(C)n(CCOC)c2C)nc2sc(C)c(C)c2c1=O | 96 | 98 | 96 | 98 | 5 | 0 | 2 | 0 | 0 | 97 | 96
CCOC(=O)C1C(=O)NC(N2CCN(Cc3ccccc3)CC2)=NC1c1ccccc1 (stereo not given) | 101 | 99 | 100 | 100 | -9 | -4 | 2 | 0 | -8 | 99 | 102
CC(C(=O)N1CCN(c2ccc([N+](=O)[O-])cc2)CC1)N1C(=O)C2CC=CCC2C1=O (stereo not given) | 95 | 96 | 93 | 96 | -8 | -4 | 0 | -1 | -6 | 96 | 96
CCc1nnc(NC(=O)CSc2nnc(CNc3ccc(OC)cc3)n2CC)s1 | 97 | 100 | 104 | 99 | -1 | 0 | 1 | 0 | 0 | 95 | 102
CC1CCC2(CC1)NC(=O)N(CC(=O)N1CCc3ccccc3C1)C2=O (stereo not given) | 91 | 96 | 103 | 96 | -5 | 0 | -3 | -2 | -5 | 93 | 90
O=C(CC(Nc1cccc(Cl)c1Cl)C(=O)O)c1ccccc1 (stereo not given) | 92 | 92 | 99 | 95 | -4 | -1 | 0 | -3 | -1 | 87 | 93
O=[N+]([O-])c1cnccc1Nc1ccc(F)cc1 | 104 | 100 | 98 | 102 | 0 | -2 | 0 | 0 | -3 | 99 | 103
Cc1ccc(NC(=O)Cn2nc(C)c([N+](=O)[O-])c2C)cc1Cl | 92 | 101 | 106 | 98 | 0 | 0 | -3 | -4 | -3 | 95 | 97
CCOc1ccccc1-n1c(=S)sc2c(=O)n(-c3ccc(C)cc3)c(=S)[nH]c21 | 88 | 86 | 92 | 89 | 15 | -6 | 0 | -9 | -55 | 86 | 93
O=C(Nc1ccccc1-c1ccccc1)c1ccc(NC(=O)c2ccco2)cc1 | 101 | 100 | 98 | 101 | -12 | -9 | 0 | 0 | -7 | 98 | 103
COc1ccc(CC(NC(=O)c2ccccc2)C(=O)NCC(=O)O)cc1 (stereo not given) | 103 | 101 | 98 | 102 | -10 | -6 | -1 | -2 | -7 | 98 | 102
CC(=O)Nc1ccc(C(=O)Nc2ccc(S(=O)(=O)N3CCCC3)cc2)cc1 | 104 | 100 | 100 | 102 | -1 | -1 | -1 | -1 | -2 | 99 | 104
Cc1ccc([N+](=O)[O-])cc1N(CC(=O)N1CCCCC1)S(C)(=O)=O | 95 | 96 | 94 | 96 | 2 | -3 | -2 | -5 | 0 | 95 | 99
CCc1cc(-c2onc(C)c2-c2cscn2)c(O)cc1OC | 99 | 103 | 94 | 93 | 0 | -4 | -4 | -2 | -4 | 93 | 97
COc1ccc(N2CCN(C(=O)CSc3nc4[nH]ncc4c(=O)n3-c3cccc4ccccc34)CC2)cc1 | 97 | 96 | 94 | 98 | -5 | -2 | -1 | -3 | -7 | 95 | 99
Cn1c(=O)cc(N)n(Cc2ccccc2)c1=O | 100 | 98 | 95 | 99 | -1 | 1 | -2 | -4 | -2 | 101 | 102
O=C(NCc1ccccn1)C1CCN(S(=O)(=O)N2CCCC2)CC1 | 100 | 95 | 97 | 100 | -10 | -7 | 0 | -16 | -9 | 95 | 98
O=C(NCC1CCCO1)C(c1cccs1)N(Cc1cccs1)C(=O)Cn1nnc(-c2cccs2)n1 (stereo not given) | 99 | 100 | 94 | 99 | -3 | -3 | -6 | -7 | -7 | 100 | 100
CCN(CC)S(=O)(=O)c1ccc(C(=O)OCn2nnc3ccccc3c2=O)cc1 | 104 | 100 | 99 | 100 | -14 | -9 | 0 | -2 | -12 | 99 | 104

In another format: entries from further up.
Results follow in this order: Cdc42 wt GTP | Rab2A wt mod | Rab7 wt modul | HRas wt GTP | Bim-Bfl-1 | Bcl-2 Bim block | Bcl-W Bim block | Bim-Bcl-XL | Bcl-B Bim block | Rac1 act GTP bind | Rac1 wt modul
O=C(NCC1CCCO1)C(c1cccs1)N(Cc1cccs1)C(=O)Cn1nnc(-c2cccs2)n1 (stereo not given)
 : 99 | 100 | 94 | 99 | -3 | -3 | -6 | -7 | -7 | 100 | 100
Cc1ccc(NC(=O)Cn2nc(C)c([N+](=O)[O-])c2C)cc1Cl
 : 92 | 101 | 106 | 98 | 0 | 0 | -3 | -4 | -3 | 95 | 97
O=C(NCc1ccccn1)C1CCN(S(=O)(=O)N2CCCC2)CC1
 : 100 | 95 | 97 | 100 | -10 | -7 | 0 | -16 | -9 | 95 | 98

New compounds follow
SMILES | Cdc42 wt GTP | Rab2A wt mod | Rab7 wt modul | HRas wt GTP | Bim-Bfl-1 | Bcl-2 Bim block | Bcl-W Bim block | Bim-Bcl-XL | Bcl-B Bim block | Rac1 act GTP bind | Rac1 wt modul
CCn1c(SCC(=O)NNC(=O)c2ccccc2)nnc1-c1ccncc1 | 98 | 93 | 94 | 96 | -16 | -10 | -1 | 1 | -11 | 94 | 92
CCc1nc(NCc2ccc3c(c2)OCO3)c2oc3ccccc3c2n1 | 96 | 98 | 98 | 97 | -1 | 3 | 0 | 0 | 1 | 96 | 97
CC(C)NC(=O)c1cc2c(-c3ccc(Cl)cc3)nn(C)c2s1 | 94 | 94 | 93 | 94 | 4 | 3 | 1 | 1 | 1 | 96 | 95
CN1CCN(CC(=O)Nc2ccc([N+](=O)[O-])cc2Br)CC1 | 100 | 102 | 107 | 101 | -3 | -5 | 0 | -3 | -4 | 99 | 103
Cc1ccc(NC(=O)C2CCN(S(=O)(=O)c3c(C)noc3/C=C/c3ccco3)CC2)nc1 | 95 | 97 | 95 | 99 | 0 | -1 | -3 | -2 | -9 | 98 | 100
Cc1c(C#N)c(N)c(C(=O)c2ccccc2)n1Cc1ccccc1 | 102 | 102 | 101 | 102 | -12 | -4 | -2 | -4 | -9 | 100 | 108
COc1cccc(NC(=O)c2cc([N+](=O)[O-])ccc2NC(=O)CNCC2CCCO2)c1 (stereo not given) | 97 | 96 | 95 | 95 | 1 | -2 | -3 | -2 | 0 | 93 | 96
O=C(c1cccc(C(F)(F)F)c1)c1c[nH]c(C(=O)NCCCN2CCOCC2)c1 | 95 | 98 | 102 | 98 | -4 | -1 | 2 | 1 | -1 | 95 | 99
Cc1nc2nc(SCC(=O)NCc3ccco3)nn2c(C)c1Cc1c(F)cccc1Cl | 95 | 97 | 96 | 97 | 1 | 2 | 0 | -2 | -3 | 96 | 95
O=C(CN1CCN(Cc2ccc(Cl)cc2)CC1)N/N=C/c1ccncc1 | 105 | 101 | 100 | 99 | -5 | -1 | -3 | -9 | -3 | 98 | 104
Cn1c(SCc2nc(-c3cccs3)no2)nnc1C1CCCCC1 | 106 | 105 | 105 | 106 | -13 | -7 | 0 | -4 | -9 | 105 | 108
CCOC(=O)N1CCN(C(=S)NC(=O)c2cc(Br)ccc2Cl)CC1 | 89 | 96 | 101 | 94 | -7 | -2 | -4 | -6 | -6 | 91 | 88
COc1ccc(/C=C2\N=C(SC)SC2=O)cc1OC | 82 | 77* | 64* | 81 | 0 | 1 | -1 | -2 | 0 | 81 | 81
N#Cc1c(/N=C/c2cccs2)sc2c1CCCCC2 | 108 | 102 | 99 | 101 | -9 | -5 | -1 | -5 | -9 | 101 | 107
CC(C)(C)c1ccc(C(=O)c2c[nH]c(C(=O)NCC3CCCO3)c2)cc1 (stereo not given) | 102 | 102 | 101 | 102 | -11 | -5 | 0 | -1 | -7 | 100 | 105
Cn1nc(C(=O)OCC(=O)N2CCc3ccccc32)c2ccccc2c1=O | 97 | 99 | 100 | 99 | -6 | -6 | 0 | -8 | -6 | 99 | 101
CCN(CC)C(=O)c1cnn(-c2ccccc2)c1NC(=O)c1ccco1 | 99 | 98 | 95 | 97 | -15 | -2 | -1 | -4 | -5 | 98 | 100
CCc1ccc(OCC(=O)NNC(=O)CSc2ncnc3sc(C)c(C)c23)cc1 | 99 | 99 | 97 | 100 | -1 | -1 | 0 | 0 | 1 | 101 | 100
O=C(/C=C/c1ccco1)Nc1cccc(NC(=O)/C=C/c2ccco2)n1 | 96 | 99 | 97 | 99 | -4 | -1 | -2 | -4 | -4 | 100 | 101
CCOc1ccc(-n2c(SCC(=O)NCc3ccco3)nnc2-c2c[nH]c3ccccc23)cc1 | 100 | 101 | 97 | 103 | -8 | -7 | 2 | -2 | 7 | 98 | 107
O=C(N/N=C/c1ccc([N+](=O)[O-])cc1)C(=O)N1CCCC1 | 101 | 97 | 101 | 100 | -3 | -1 | 0 | -1 | -4 | 95 | 102
Cc1nc2ncccn2c1-c1csc(Nc2ccccc2)n1 | 67* | 62* | 83 | 59* | -1 | 5 | 24 | 44* | 20 | 80 | 60*
